Compound activity as filed in PubChem.
LGR2 antag – inhibitors of bursicon-induced LGR2 CRE-luciferase signal, primary screen, cell-based, HEK293, CRE-luciferase reporter, bursicon stimulation; Drosophila bursicon receptor LGR2 (rickets); bursicon-stimulated, 4 h; inhibition, % at 9.99 µM; actives 0.35% (n = 380,000); AID 720647, 2013;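 active means drop in luminescence signal, shown as inhibition above about 50% in the replicate tests, limit read from the data, passing the limit was not always enough; inconclusive means probably only some replicates passing the limit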;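 further: agonist challenge used bursicon conditioned medium at about half maximal strength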
C2C12 statin – suppressors of statin myotoxicity in C2C12 myotubes, primary screen, cell-based, single point, plate reader | rescue of ATP level, % at 7.49 µM | actives 0.78% (n = 330,000) | C2C12 myotubes + simvastatin, ATP luminescence, 48 h; scaled: DMSO 0, geranylgeraniol control 100;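 active means mean ATP rescue above about 67%, or every replicate alone reaching that limit, limit read from the data, passing the limit was not always enough; inconclusive means no clear call, values can overlap the other calls; inactive means mean under the limit and some replicate under it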;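 further: myotubes were challenged with 10 µM simvastatin during compound exposure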
S100A4 MyoIIA – inhibitors of S100A4-myosin IIA peptide binding, primary screen, biochemical, fluorescence polarization, TAMRA-MyoIIA peptide; actives 0.14% (n = 360,000); Protein S100-A4 (Homo sapiens), P26447; inhibition, % at 10.7 µM;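 active means mean inhibition of at least 70% across replicates, with every replicate also reaching that level; inconclusive means mean inhibition reaches 70% but some replicates fall short; inactive means mean inhibition below 70%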
Target sequence (P26447 whole entry, looked up): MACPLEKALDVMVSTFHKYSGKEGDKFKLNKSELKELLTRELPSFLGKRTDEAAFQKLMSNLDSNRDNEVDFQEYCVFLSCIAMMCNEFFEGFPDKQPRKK
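Material: S100A4 monomer protein / Buffer or medium: 50 mM HEPES pH 7.2, 10 mM CaCl2, 100 mM KCl / Times: 5 min incubation before reading / Benchmarks: neutral control DMSO, positive control TFP / Reagent: labelled myosin peptide probe, 5 nM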
esBAF inh – Bmi1 luciferase reporter increase in mESCs, primary screen, esBAF inhibitor project, mouse ES cells, Bmi1 luciferase knock-in, single point. reporter increase, % at 12.5 µM. 24 h; 100% = twice the neutral-well signal. actives 2% (n = 350,000). AID 602393, 2012; in the data active means activation above about 40%; inconclusive means no clear call, values can overlap the other calls;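 further: 0% = median of the plate's neutral control wells and 100% = double that signal; a rise in the Bmi1 reporter signal indicates esBAF inhibition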
SIRT5 inh – SIRT5 desuccinylase inhibitors, primary screen, biochemical, fluorescence imaging, single point, set 5; Purified SirT5, succinyl-peptide AMC, trypsin-coupled fluorescence; AID 652115, 2013; actives 1.1% (n = 330,000); inhibition, % at 15 µM; in the data active means inhibition above about 15%; inconclusive means no clear call, values can overlap the other calls
Target sequence (Q9NXA8 whole entry, looked up): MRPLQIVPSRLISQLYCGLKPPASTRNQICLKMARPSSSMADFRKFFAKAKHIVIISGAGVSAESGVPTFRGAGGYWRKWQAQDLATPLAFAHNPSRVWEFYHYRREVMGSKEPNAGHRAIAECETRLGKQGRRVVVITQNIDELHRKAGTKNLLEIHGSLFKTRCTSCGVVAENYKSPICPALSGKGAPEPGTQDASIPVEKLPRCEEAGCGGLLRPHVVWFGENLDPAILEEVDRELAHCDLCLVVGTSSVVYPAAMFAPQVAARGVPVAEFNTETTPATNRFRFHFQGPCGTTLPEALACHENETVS
Casp6 inh – human caspase-6 inhibitors, primary screen, biochemical, VEID-R110 fluorescence, single point, set 2 | purified caspase-6, Z-VEID-R110 cleavage fluorescence | inhibition, % at 12.5 µM | actives 0.53% (n = 350,000) | AID 686996, 2013;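 active means mean inhibition across replicates at least about 35%, with every replicate also reaching that limit, limit read from the data; inconclusive means only one of the two criteria met; inactive means neither criterion met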;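 further: 0% = median of neutral control wells and 100% = no fluorescence left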
Target sequence (P55212 24-179 limits assumed): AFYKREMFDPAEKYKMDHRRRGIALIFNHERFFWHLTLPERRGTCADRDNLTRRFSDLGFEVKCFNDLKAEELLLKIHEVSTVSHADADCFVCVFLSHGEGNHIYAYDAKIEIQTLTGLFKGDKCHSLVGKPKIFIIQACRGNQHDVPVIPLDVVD
Target sequence (P55212 194-293 limits assumed): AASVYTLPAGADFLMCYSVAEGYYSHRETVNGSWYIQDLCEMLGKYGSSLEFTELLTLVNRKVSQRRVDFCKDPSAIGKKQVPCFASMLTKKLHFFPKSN
FN deposition inh – inhibitors of fibronectin matrix deposition, primary screen, AH1F cells, Alexa488-fibronectin fluorescence, plate reader; AH1F fibroblasts, overnight; inhibition, % at 12.6 µM; actives 0.086% (n = 350,000); AID 743247, 2014;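 active means mean inhibition across replicates of 30% or more, regardless of how many single replicates reach that level; inconclusive means mean under 30% yet at least half of replicates reach 30%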;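 further: positive control wells lacked labelled fibronectin entirely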
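Material: AH1F fibroblast monolayer depositing Alexa488-labelled fibronectin into matrix | Input: 10000 AH1F cells/well | Medium: DMEM plus 2% serum, read in PBS | Reagent: Alexa488-fibronectin, 24 nM final in well | Compound dosing: One dose per compound, pinned | Schedule: 1 h adhesion, overnight exposure | Measured by: Fluorescence at 485 nm excitation, 525 nm emission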
An asterisk follows results filed as active; u = inconclusive; x = no result given. These rows are one share of the data; the hit share may differ from the screen's.

SMILES,LGR2 antag,C2C12 statin,S100A4 MyoIIA,esBAF inh,SIRT5 inh,Casp6 inh,FN deposition inh
CC1CC1C(=O)OCC(=O)Nc1ccc(N=Nc2ccccc2)cc1 (configuration not stated),-101,x,6,x,-2,-3,4
COc1ccccc1NS(=O)(=O)c1ccc(O)c(C(=O)OCC(=O)Nc2ccccc2F)c1,-1,5,-3,-6,-1,6,x
FC(F)(F)c1cnc(/C=C/Nc2ccccc2Cl)c(Cl)c1,x,1,x,6,x,x,4
COc1ccc(C(=O)C2CCCN(Cc3ccc4nonc4c3)C2)cc1OC (configuration not stated),13,5,2,-7,-2,3,x
CNC(=O)C1CC(=O)N(c2ccc(OCC(=O)Nc3ccc(OC)cc3)cc2)C1 (configuration not stated),0,-8,-3,-4,-4,3,-1
C[C@@H]1CN([C@H](C)CO)C(=O)c2cc(-c3ccccc3)cnc2O[C@H]1CN(C)C(=O)c1ccccn1,-30,-3,-3,-2,2,-6,x
CC1CCN(CCOc2ccc(C(=O)c3ccccc3)cc2)CC1,16,0,1,-3,0,-9,-3
Cc1ccc(C2=CC(c3ccccc3)n3ncnc3N2)c(C)c1 (configuration not stated),16,0,-5,-5,-2,-1,-7
Nc1n[nH]c(CO)n1,3,-8,-4,-15,-2,-1,4
CN(C(=O)c1ccccn1)c1nnc(-c2cccnc2)s1,x,7,-1,31,8,4,x
C[C@@H]1CCCCO[C@@H](CN(C)S(=O)(=O)c2ccccc2)[C@@H](C)CN([C@@H](C)CO)C(=O)c2cc(NC(=O)Nc3ccc4c(c3)OCO4)ccc2O1,-2,x,6,15,-5,0,-2
COC(=O)c1ccc(C(=O)OC)c(NC(=S)N2CCCC(CO)C2)c1 (configuration not stated),-1,3,2,-5,0,4,-3
COc1ccc(Oc2coc3cc(O)ccc3c2=O)cc1,x,10,-3,3,-2,1,3
CCN(C(=O)CSc1nc2nc(C)cc(C)n2n1)c1cccc(C)c1,26,-7,x,-9,x,x,-3
CC(=O)N1CCN(CC(=O)Nc2ccc(C)c(F)c2)CC1,-2,-4,-7,-6,-4,13,-2
CC12COC3(C(=O)Nc4ccc(F)cc4)CC1CCC32C (configuration not stated),-9,-2,-5,5,x,x,-2
CCOC(=O)NC(=O)CSc1nc(C)cc(C)c1C#N,x,-4,x,-12,x,x,-4
Cc1ccc(S(=O)(=O)N(C)C[C@@H]2Oc3c(NC(=O)Nc4ccccc4)cccc3C(=O)N([C@@H](C)CO)C[C@H]2C)cc1,x,-1,37,3,4,2,x
NC(=O)C1=C[C@H](c2coc3ccccc3c2=O)C[C@H](OCc2ccc(CO)cc2)O1,3,7,18,-1,-13,-3,1
C[C@@H]1CN([C@H](C)CO)C(=O)Cc2cc(NC(=O)Cc3ccccc3)ccc2O[C@@H]1CN(C)C(=O)Nc1ccc(C(F)(F)F)cc1,-19,-14,12,-1,3,0,x
Cc1cc(C)cc(N(CC(=O)NC2CCCC2)S(=O)(=O)c2c(C)[nH]c(=O)[nH]c2=O)c1,17,-2,-11,-9,2,1,-5
O=C(Cc1cccnc1)N1CC(=O)N2[C@H](CO)[C@H](c3ccc(C#CC4CC4)cc3)[C@@H]2C1,-14,x,-5,x,-4,2,-8
COC(=O)c1ccccc1NC(=O)c1cc(C)no1,1,0,-7,-1,7,3,-6
CCOc1cc(CNCCc2ccc(S(N)(=O)=O)cc2)cc(Cl)c1OCc1ccccc1,21,-45,2,-14,-1,4,x
COC(=O)[C@]12CCCCC=C1N(Cc1ccccc1)C(=O)[C@H](CC(=O)NCC1CCCCC1)C2,18,x,3,x,0,1,x
COc1ccc(CNC(=O)C(C)OC(=O)c2cccc(N(C)C)c2)cc1 (configuration not stated),2,1,-11,5,-3,-3,x
COC(=O)C[C@@H]1C[C@@H]2c3cc(NC(=O)Nc4ccc(F)cc4)ccc3O[C@@H]2[C@@H](CO)O1,7,-15,x,-2,x,x,-1
CCN(CC)C(=O)CN1C(=O)C2(OCC(C)(c3ccccc3)CO2)c2ccccc21 (configuration not stated),x,20,x,-7,x,x,-6
CCCC(=O)Nc1ccc(C(=O)n2ccc(C)n2)cc1,16,0,0,-1,1,-3,x
CN(C)CCNC(=O)c1cc2sc3ccccc3c2s1,-30,x,-10,x,-1,5,-2

Some of these compounds in order of their number in S100A4 MyoIIA, largest number first:
SMILES	LGR2 antag	S100A4 MyoIIA	esBAF inh	SIRT5 inh	Casp6 inh
Cc1ccc(S(=O)(=O)N(C)C[C@@H]2Oc3c(NC(=O)Nc4ccccc4)cccc3C(=O)N([C@@H](C)CO)C[C@H]2C)cc1	x	37	3	4	2
C[C@@H]1CN([C@H](C)CO)C(=O)Cc2cc(NC(=O)Cc3ccccc3)ccc2O[C@@H]1CN(C)C(=O)Nc1ccc(C(F)(F)F)cc1	-19	12	-1	3	0
CC12COC3(C(=O)Nc4ccc(F)cc4)CC1CCC32C (configuration not stated)	-9	-5	5	x	x
Cc1cc(C)cc(N(CC(=O)NC2CCCC2)S(=O)(=O)c2c(C)[nH]c(=O)[nH]c2=O)c1	17	-11	-9	2	1

A portion from the list above, for reference:
SMILES,LGR2 antag,C2C12 statin,S100A4 MyoIIA,esBAF inh,SIRT5 inh,Casp6 inh,FN deposition inh
CCN(CC)C(=O)CN1C(=O)C2(OCC(C)(c3ccccc3)CO2)c2ccccc21 (configuration not stated),x,20,x,-7,x,x,-6
CCCC(=O)Nc1ccc(C(=O)n2ccc(C)n2)cc1,16,0,0,-1,1,-3,x
CN(C)CCNC(=O)c1cc2sc3ccccc3c2s1,-30,x,-10,x,-1,5,-2

(further entries)
SMILES,LGR2 antag,C2C12 statin,S100A4 MyoIIA,esBAF inh,SIRT5 inh,Casp6 inh,FN deposition inh
O=C(NCc1ccccc1)[C@H]1[C@H](CO)[C@H]2Cn3c(cccc3=O)[C@@H]1N2C(=O)CC1CC1,3,0,13,2,0,0,x
CCOC(=O)c1ccc(Nc2cc3ccccc3c(=O)[nH]2)cc1,-21,-4,7,8,0,88*,2
CCN1C(=O)c2cccc3c(S(=O)(=O)N(C)C)ccc1c23,-18,5,-10,-8,x,4,-4
Cc1csc(SCc2nnc(-c3ccc(Cl)cc3)o2)n1,-66,-1,x,60*,x,x,x
Cc1ccccc1CN1CCN(c2nc3ccccc3s2)CC1,-105,-17,-2,u,-2,2,-2
CC(C)C(=O)NC(=S)Nc1ccccc1N1CCN(C(=O)c2ccccc2)CC1,18,-22,5,-2,-4,-6,-1
CO[C@@H]1CN(C)C(=O)c2ccc(NC(C)=O)cc2OC[C@H](C)N(Cc2cc(F)ccc2F)C[C@@H]1C,1,-7,105*,-5,5,0,6
COC(=O)CCNC(=O)c1nn(Cc2ccccc2)c(=O)c2ccccc12,7,22,-12,-2,-2,0,0
Cc1ccc(C(=O)c2cc3c(cc2[N+](=O)[O-])OCCO3)cc1,-26,x,-3,x,4,4,6
CSc1nc2cc(C)nn2c(-c2ccccc2)c1C#N,4,x,1,x,-3,2,10
CN(C)C(=O)C[C@H]1CC[C@@H]2[C@@H](COc3ccc(NC(=O)Nc4cccc(Cl)c4)cc3C(=O)N2C)O1,9,-26,2,-1,0,-2,0
CCCCCCCc1c(O)nc(SCCN2CCOCC2)[nH]c1=O,2,9,2,-6,x,4,1
COc1ccc2c3c([nH]c2c1)[C@H](CO)N(C(=O)c1ccccn1)CC31CN(C(=O)C2CC2)C1,1,x,13,x,0,-3,x
COc1ccc(CN2CCCC(C(=O)Nc3cccc(-n4cccn4)c3)C2)cc1 (configuration not stated),5,2,-16,2,0,-1,-3
COc1ccc(CCNc2ncnc3nc[nH]c23)cc1OC,-6,-5,-4,1,x,-1,-1
COCCCNC(=O)CCCCCNS(=O)(=O)c1ccc(Br)cc1,5,x,-4,x,1,-4,-9
O=C(CSc1nc2c(cnn2-c2ccc(F)cc2)c(=O)[nH]1)N1CCOCC1,x,-3,x,-12,x,x,9
CC1CCN(c2ccc3nnc(CCC(=O)N4CCN(c5ccc(F)cc5)CC4)n3n2)CC1,3,16,0,-6,-2,0,0
O=S(=O)(c1ccccc1)N1CCN(Cc2cc3c(cc2Br)OCCO3)CC1,-13,2,-2,-1,-1,0,2
N/C(=N\O)c1cn(Cc2ccccc2Cl)c2ccccc12,9,-2,-7,8,-4,-3,-1
O=Cc1c[nH]c2ccc(OCc3ccccc3)cc12,-15,-8,-16,9,-6,1,-3
COc1cc(CNC(=O)Nc2nc(C(N)Cc3ccc(Cl)cc3)cs2)cc(OC)c1OC (configuration not stated),6,-14,2,-5,x,1,-3
O=C(NCCN1CCNCC1)c1ccccn1,x,-3,x,5,x,x,3
CCn1c(SCC(=O)Nc2ccc(OCc3ccccc3)cc2)nnc1-c1ccco1,x,5,x,16,x,x,3
C[C@H]1CN([C@@H](C)CO)C(=O)CCCn2cc(nn2)CO[C@H]1CN(C)C(=O)Nc1ccccc1C(F)(F)F,-7,8,x,1,x,x,-4
C[C@H]1CCCCO[C@H](CN(C)C)[C@@H](C)CN([C@@H](C)CO)C(=O)c2cc(NC(=O)Nc3ccc(C(F)(F)F)cc3)ccc2O1,x,-25,-26,-2,1,1,x
Cc1c(-c2ccccc2)nc(N)c(C#N)c1-c1ccco1,x,61,x,-12,x,x,5
CCOc1ccc(CCNC(=O)C2CCCN(C(=O)N(C)C)C2)cc1OCC (configuration not stated),8,-2,x,-7,x,x,-7

One compound at a time (already shown). Order of values: LGR2 antag, C2C12 statin, S100A4 MyoIIA, esBAF inh, SIRT5 inh, Casp6 inh, FN deposition inh
`COc1ccc(CN2CCCC(C(=O)Nc3cccc(-n4cccn4)c3)C2)cc1` (configuration not stated) is listed with 5, 2, -16, 2, 0, -1, -3
`CCCCCCCc1c(O)nc(SCCN2CCOCC2)[nH]c1=O` is listed with 2, 9, 2, -6, x, 4, 1
`O=C(NCCN1CCNCC1)c1ccccn1` is listed with x, -3, x, 5, x, x, 3
